GPR151 activ: activators of human GPR151 | PathHunter beta-arrestin GPR151 cells, luminescence | activation, % at 11.2 µM | 1% of 650,000 active | AID 1508602; in the data active means activation above about 4.9%;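 further: 0% = median of compound wells and 100% = cells with positive control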
MITF inh: blocks human microphthalmia-associated transcription factor | O75030 | AlphaScreen MITF homodimerization, bead proximity signal | inhibition, % at 2.6 µM | 0.91% of 650,000 active | AID 1259374; in the data active means inhibition above about 50%;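 further: 0% = vehicle wells with protein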
TEAD-YAP inh: TEAD-YAP interaction inhibition; HEK-TIYL cells, TEAD-Gal4/YAP UAS-luciferase luminescence; inhibition, % at 9.12 µM; 1.4% of 640,000 active; AID 1259422; in the data active means inhibition above about 32%;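 further: 0% = median of test compound wells and 100% = reference inhibitor wells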
FBW7 activator: human FBW7 E3 ligase activation, primary screen; Q969H0; AlphaScreen FBW7–phospho-cyclin E peptide binding, activator screen; normalized activity (activation), % at 26.1 µM; 0.13% of 650,000 active; AID 1259310; in the data active means normalized activity above about 1.9%;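 further: purified mutant Fbw7 with reduced substrate affinity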
Target sequence (Q969H0 whole entry, looked up): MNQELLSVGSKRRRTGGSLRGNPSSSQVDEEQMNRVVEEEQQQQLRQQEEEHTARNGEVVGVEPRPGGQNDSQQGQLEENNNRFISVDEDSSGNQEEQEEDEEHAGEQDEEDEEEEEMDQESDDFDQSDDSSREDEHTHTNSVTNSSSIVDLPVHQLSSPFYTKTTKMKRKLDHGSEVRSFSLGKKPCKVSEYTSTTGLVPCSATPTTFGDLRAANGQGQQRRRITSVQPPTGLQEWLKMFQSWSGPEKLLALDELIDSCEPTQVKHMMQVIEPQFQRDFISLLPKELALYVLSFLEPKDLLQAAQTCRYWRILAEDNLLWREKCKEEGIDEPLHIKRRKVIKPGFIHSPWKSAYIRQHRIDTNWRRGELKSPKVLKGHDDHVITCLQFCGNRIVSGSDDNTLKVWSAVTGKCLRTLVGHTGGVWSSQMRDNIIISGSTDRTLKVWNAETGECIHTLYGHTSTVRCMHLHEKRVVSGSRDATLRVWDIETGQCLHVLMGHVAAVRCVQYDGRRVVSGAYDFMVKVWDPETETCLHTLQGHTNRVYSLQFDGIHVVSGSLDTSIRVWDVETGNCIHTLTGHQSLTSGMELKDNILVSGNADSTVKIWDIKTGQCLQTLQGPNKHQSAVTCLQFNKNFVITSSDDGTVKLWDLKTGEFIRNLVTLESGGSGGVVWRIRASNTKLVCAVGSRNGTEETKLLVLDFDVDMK
Numbers without * were called inactive. Compounds were not picked by outcome (roughly 3.5% active in at least one column).

SMILES | GPR151 activ | MITF inh | TEAD-YAP inh | FBW7 activator
O=C1CC2(CCN(C(=O)c3cccc(Br)c3)CC2)Oc2ccccc21 | -0.4 | -1 | 8 | 0.2
CCOC(=O)C1=C(C)NC(=S)NC1c1ccccc1F (stereo not drawn) | 0.0 | 14 | 9 | 0.0
O=C(CCC(=O)Nc1ccc(OCc2ccccc2)cc1)NCC1CCCO1 (stereo not drawn) | 0.9 | 0 | -1 | 0.1
Cc1ccc(OCC(=O)NC(=S)Nc2ccc([N+](=O)[O-])cc2)cc1 | -1.4 | -5 | 3 | -0.2
COc1ccc(CN2CCC3(C=Cc4ccccc43)CC2)c(OC)c1 | -0.9 | -8 | 1 | -0.3
Cc1ccc(-c2cc(N)n(Cc3ccccc3)n2)cc1 | 0.9 | 18 | -42 | -0.1
CCCCN(CCCC)S(=O)(=O)c1ccc(C(=O)Nc2sc3c(c2C(=O)OC)CC(C)(C)NC3(C)C)cc1 | 1.1 | 8 | 5 | 0.6
CCOC(=O)/C(=C/c1cc2ccccc2[nH]1)[N+](=O)[O-] | 0.1 | 23 | -15 | -0.2
CC(C)(C)c1nnc(NC(=O)c2ccccc2[N+](=O)[O-])s1 | -1.8 | 22 | -14 | 0.3
Cc1cc2c(cc1S(=O)(=O)N1CCC(C(N)=O)(N3CCCCC3)CC1)OCC(=O)N2 | 0.2 | 4 | 5 | 0.8
CC(=O)c1c(C)[nH]c(C(=O)C(C)Cl)c1C (stereo not drawn) | 1.2 | -3 | -1 | 0.0
O=C(Nc1c(O)c2ccccc2[nH]c1=O)c1ccco1 | -1.7 | 13 | 10 | 0.2
COc1cc(C2C(C(C)=O)=C(C)Nc3ncnn32)ccc1OCc1ccccc1 (stereo not drawn) | 1.6 | 10 | -14 | 0.0
O=C(NCCc1ccccc1)c1c[nH]c2ccc(S(=O)(=O)N3CCN(c4ccc(F)cc4)CC3)cc2c1=O | 0.9 | 4 | -1 | -0.1
COc1ccc(C)cc1NC(=O)c1cc(S(=O)(=O)NCc2ccc(C)cc2)ccc1F | 1.2 | -2 | 8 | 0.1
CCN(CC)CCNC(=O)Cc1nn(C(C)C)c(=O)c2ccccc12 | 1.2 | -10 | 4 | 0.0
COc1ccccc1CN1CCNC(=O)C1CC(=O)N(C)C(C1CC1)C1CC1 (stereo not drawn) | -0.3 | 17 | -7 | 0.3
O=C(Nc1nnc(-c2cccs2)s1)c1ccco1 | -0.9 | -7 | -40 | 0.2
O=C(COC(=O)CCS(=O)(=O)c1ccc(Cl)cc1)Nc1ccc(F)cc1F | -1.9 | 34 | 4 | 0.4
CCn1cc(CN2CCN3C(=O)[C@H](Cc4ccccc4)N(C)C(=O)[C@H]3C2)c(C)n1 | 1.3 | 12 | -1 | -0.1
COC(CN1C(=O)C(O)=C(C(C)=O)C1c1ccccc1Cl)OC (stereo not drawn) | 1.1 | 21 | -2 | 0.7
CCOc1ccc(C2Nc3ccccc3-c3nnc(SCC)nc3O2)cc1C (stereo not drawn) | 0.4 | 10 | -15 | 0.2
CCN1CCN(CCOc2ccccc2CO)CC1 | -0.3 | 39 | 7 | -0.9
C[N+]1(CC2COC3(CCCC3)O2)CCCCC1 (stereo not drawn) | -0.6 | 6 | 5 | 0.1
Cc1cc(=O)nc2c3ccccc3n(C(C)C(=O)NCCCc3ccccc3)n12 (stereo not drawn) | 1.2 | -11 | -6 | -0.2
CN(C)CCN(C(=O)c1ccc(C#N)cc1)c1nc2c(Cl)cccc2s1 | -0.8 | 2 | -2 | -0.1
O=C(Nc1ccc2oc(-c3ccc(F)cc3)nc2c1)c1ccc(-c2ccc(Cl)cc2)o1 | -0.8 | 6 | 2 | 0.0
Cc1ccc(N2C(=O)c3ccccc3NC2c2ccccc2F)cc1 (stereo not drawn) | 1.2 | -4 | -20 | 0.1
COc1ccc(-c2csc(=Nc3cccc(C(F)(F)F)c3)n2CC(C)C)cc1Br | 0.4 | 16 | 14 | 0.1
O=C(CCc1nnc(CCCCc2ccccc2)o1)NCC1COCCO1 (stereo not drawn) | 1.5 | -9 | -4 | 0.0
O=C(NNC(=O)c1ccccc1Cl)c1cccc(Cl)c1 | -0.4 | -13 | -34 | 0.2
Cc1cc(C)cc(C(=O)Nc2sc3c(c2C(N)=O)CCC3)c1 | 0.6 | 2 | -77 | -0.2
O=C(NCCc1ccccc1)c1ccc(OC2CCN(C(=O)C3CC34CCC4)CC2)cc1 (stereo not drawn) | 0.2 | 1 | 15 | -0.1
Cc1nc2nc(SCC(=O)N3CCC(C)CC3)nn2c(C)c1Cc1cccc(Cl)c1 | 1.0 | -6 | -8 | -0.1
COc1ccc(CN2C(=S)N(c3ccccc3)C(=O)C2CC(=O)Nc2ccccc2)cc1 (stereo not drawn) | 0.5 | 4 | -40 | 0.3
COc1ccc(SCCC(=O)Nc2ccc(F)cc2F)cc1 | -0.6 | -8 | 3 | 0.3
Cc1ccc(-c2[nH]nc3c2C(c2ccc4c(c2)OCO4)C(C#N)=C(N)O3)cc1 (stereo not drawn) | 0.1 | 6 | 13 | 0.3
O=C(Nc1nnc(S(=O)(=O)N2CCCC2)s1)c1cccc([N+](=O)[O-])c1 | -1.1 | 12 | 10 | 1.6
COc1ccc(-n2nnc3c(=O)n(CC(=O)c4ccc(Cl)cc4)cnc32)cc1 | 0.7 | 4 | -8 | 0.8
CCOC(=O)c1ccc(N2C(=O)C3C(c4ccc(Cl)c(C)c4)OC4(C(=O)c5ccccc5C4=O)C3C2=O)cc1 (stereo not drawn) | -0.5 | 0 | 15 | 0.0
CN(CC1OCCO1)c1ccc(N2C(=O)CCC2=O)cc1[N+](=O)[O-] | 0.2 | 8 | 10 | 0.1
N#Cc1ccc(NC(=O)CSc2ccc(F)cc2)cc1 | -0.3 | 6 | -33 | 0.3
C/C(O)=c1/ccc2ncnc3cccc1c32 | -2.2 | 14 | 10 | -0.7
N=c1c2c3c(sc2ncn1Cc1ccccc1)CCCC3 | -2.4 | 14 | -1 | 0.5
C/C(=C\C(=O)Nc1nccs1)c1ccccc1 | 3.7 | 13 | -28 | 0.3
Cc1cc([N+](=O)[O-])ccc1NC(=O)c1cccc([N+](=O)[O-])c1C(=O)O | 0.5 | 11 | 3 | 0.2
CC/C(=N\NS(=O)(=O)c1ccc(C)c([N+](=O)[O-])c1)c1ccc(O)cc1 | 0.5 | -1 | -2 | 0.1
COc1ccc(C(=O)N/C(=C\c2ccc(Cl)cc2)C(=O)NCCCn2ccnc2)cc1 | 0.4 | -10 | 7 | -0.1
Cc1ccccc1Nc1cc(C(=O)NCc2ccco2)c2ccccc2n1 | -0.8 | 14 | 16 | 0.5
CNC(=S)N1N=C(c2c(-c3ccccc3)c3cc(Cl)ccc3[nH]c2=O)CC1c1ccc(N(C)C)cc1 (stereo not drawn) | 0.8 | -7 | -7 | -0.1
COc1ccc(C(=O)NCCc2ccc(OC)c(OC)c2)c(OC)c1 | -0.3 | 0 | -3 | 0.0
CC(C)C(=O)NCc1c(-c2ccc(F)cc2)nc2n1CCS2 | 3.1 | 0 | -2 | -0.1
CCOC(=O)N1CCC(NC(=O)CSc2nc3ccccc3n2S(=O)(=O)c2ccc(OC)cc2)CC1 | 0.9 | 23 | -7 | 0.1
CSc1ncccc1C(=O)Nc1c(C)nn(C)c1C | 1.5 | -13 | 1 | 0.2
COc1cc(-c2ncnn2-c2ccc(C)c(Cl)c2)cc(OC)c1OC | -0.9 | 19 | 0 | 0.4
O=C(Nc1ccnn1C1CCN(Cc2ccc(F)cc2)CC1)C1CCCC1 | -0.6 | 15 | -2 | 0.3
CCN(CC)S(=O)(=O)c1ccc(/C=C/C(=O)Oc2ccccc2)cc1 | -0.7 | 6 | -3 | 0.0
CC(C)[C@@H](C(=O)OCC(=O)Nc1ccc(Cl)cc1Cl)N1C(=O)c2ccccc2C1=O | -0.3 | -11 | -10 | -0.2
CCCCN(CC)CCNS(=O)(=O)c1ccc(OCC)c2ncccc12 | 0.1 | -29 | -1 | -0.1
Cc1nc2nc(-c3ccccc3)cc(=O)n2[nH]1 | -6.1 | -1 | 11 | -0.3

New compounds follow:
SMILES | GPR151 activ | MITF inh | TEAD-YAP inh | FBW7 activator
C=CCOC(=O)N1CCC(C(=O)N(C)C(c2ccc(F)cc2)c2ncccc2C)CC1 (stereo not drawn) | -0.9 | 9 | -14 | 0.2
N#C/C(=C\c1cccc(F)c1)c1nc(-c2ccc([N+](=O)[O-])cc2)cs1 | 0.3 | -4 | -1 | 0.0
CC(C)(C)C1CCC(OC(=O)CCC(=O)Nc2ccc([N+](=O)[O-])cc2)CC1 (stereo not drawn) | 0.4 | 3 | -3 | 0.1
Cc1cc(N2CCN(S(=O)(=O)c3ccc4ccccc4c3)CC2)n2ncnc2n1 | -0.7 | -13 | -28 | 0.3
Cc1sc2nc(SCC(=O)NC3CCCC3)[nH]c(=O)c2c1C | 1.2 | -4 | 1 | 0.1
COc1ccc(C(O)Cc2nc3ccccc3n2C)cc1OC (stereo not drawn) | 1.1 | -2 | -5 | 0.1
CCOC(=O)c1cc2c(=O)n3ccccc3nc2n(Cc2ccc(C)cc2)c1=N | 0.8 | -18 | 3 | -0.3
CCc1ccc(-n2c(=S)sc3c(=O)n(-c4ccc(F)cc4)c(SCC(=O)N4CCCC4)nc32)cc1 | -0.5 | 13 | 3 | 0.1
COc1cc2c(NC(C)=O)coc2c(Cl)c1Cl | 1.2 | -8 | 23 | 0.2
c1ccc(COC2C3COC(O3)C(OCc3ccccc3)C2OCc2ccccc2)cc1 (stereo not drawn) | 1.2 | 4 | -6 | -0.1
O=C(NCCc1ccccn1)/C(=C/c1cccnc1)NC(=O)c1ccccc1 | -1.1 | 38 | -8 | -0.1
COc1ccc(OC(C)c2nc(-c3ccc([N+](=O)[O-])cc3)no2)cc1 (stereo not drawn) | 1.2 | -7 | -4 | -0.4
COC(=O)c1ccc(NC(=O)CSc2nnc(Cc3ccccc3)o2)cc1 | 0.0 | -6 | 7 | -0.2
CC(OC(=O)c1ccc(O)cc1)C(=O)N(C)C (stereo not drawn) | -1.7 | 13 | -8 | 0.3
CSc1ccccc1-c1ccc(NCCCN(C)C)nc1 | 0.3 | 8 | 29 | -0.4
CC(C)C[C@H]1NC(=O)[C@H]2CN(C(=O)c3cccc(F)c3F)CCN2C1=O | 1.0 | 7 | -1 | 0.0
CCOC1(C(F)(F)F)NC(=O)N(Cc2ccc(OC)cc2)C1=O (stereo not drawn) | -0.2 | 17 | 6 | 0.1
CCCCOc1ccccc1C1CC(=O)NC2=C1C(=O)CCC2 (stereo not drawn) | 0.0 | 2 | 57* | -0.3
Cc1cccc(NC(=O)/C=C/c2ccc(F)cc2)c1 | -8.0 | 4 | 34* | 0.6
Cc1cc2cc(CNS(=O)(=O)N(C)C)ccc2n1C | 0.0 | 11 | -4 | 0.0
COc1cc(S(=O)(=O)Nc2ccccc2C)ccc1Br | -0.1 | 14 | 7 | 0.1
Cc1ncc(CO)c(/C=N/NC(=O)COc2ccccc2)c1O | -0.1 | 12 | -6 | -1.2
COc1cccc(OCCOCCOc2ccc([N+](=O)[O-])cc2Cl)c1 | -1.1 | 4 | 8 | 0.0
O=C(O)C1CC(=O)N(c2ccc(I)cc2)C1 (stereo not drawn) | 0.4 | 14 | 0 | 0.4

Entries shown so far that have a nitro group on carbon (11):
SMILES | GPR151 activ | MITF inh | TEAD-YAP inh | FBW7 activator
Cc1ccc(OCC(=O)NC(=S)Nc2ccc([N+](=O)[O-])cc2)cc1 | -1.4 | -5 | 3 | -0.2
CCOC(=O)/C(=C/c1cc2ccccc2[nH]1)[N+](=O)[O-] | 0.1 | 23 | -15 | -0.2
CC(C)(C)c1nnc(NC(=O)c2ccccc2[N+](=O)[O-])s1 | -1.8 | 22 | -14 | 0.3
O=C(Nc1nnc(S(=O)(=O)N2CCCC2)s1)c1cccc([N+](=O)[O-])c1 | -1.1 | 12 | 10 | 1.6
CN(CC1OCCO1)c1ccc(N2C(=O)CCC2=O)cc1[N+](=O)[O-] | 0.2 | 8 | 10 | 0.1
Cc1cc([N+](=O)[O-])ccc1NC(=O)c1cccc([N+](=O)[O-])c1C(=O)O | 0.5 | 11 | 3 | 0.2
CC/C(=N\NS(=O)(=O)c1ccc(C)c([N+](=O)[O-])c1)c1ccc(O)cc1 | 0.5 | -1 | -2 | 0.1
N#C/C(=C\c1cccc(F)c1)c1nc(-c2ccc([N+](=O)[O-])cc2)cs1 | 0.3 | -4 | -1 | 0.0
CC(C)(C)C1CCC(OC(=O)CCC(=O)Nc2ccc([N+](=O)[O-])cc2)CC1 (stereo not drawn) | 0.4 | 3 | -3 | 0.1
COc1ccc(OC(C)c2nc(-c3ccc([N+](=O)[O-])cc3)no2)cc1 (stereo not drawn) | 1.2 | -7 | -4 | -0.4
COc1cccc(OCCOCCOc2ccc([N+](=O)[O-])cc2Cl)c1 | -1.1 | 4 | 8 | 0.0

Continuation:
SMILES | GPR151 activ | MITF inh | TEAD-YAP inh | FBW7 activator
CC(=O)OCCCN1C(=O)c2ccccc2C1=O | 1.7 | -6 | -2 | 0.0
COC(=O)c1c(NC(=O)c2ccc(S(=O)(=O)N3CC(C)OC(C)C3)cc2)sc2c1CCN(C(C)=O)C2 (stereo not drawn) | -0.4 | 16 | 15 | 0.2
COc1ccccc1NC(=O)C1CC(O)CN1C(=O)OCc1ccccc1 (stereo not drawn) | 0.5 | 2 | -4 | 0.5
COc1ccc(-c2noc(C3CCCN(S(=O)(=O)c4ccc(Cl)cc4)C3)n2)cc1 (stereo not drawn) | -1.6 | 2 | -1 | -0.1
COc1ccc2c(c1)CC(c1nc3ccc(-c4ccnc(N)n4)cc3o1)CO2 (stereo not drawn) | 2.1 | 15 | -1 | 1.0
